High-throughput results deposited in PubChem by Fisher Drug Discovery Resource Center.
NPYLR7 agonist = activates Aedes aegypti NPYLR7 receptor; 270,000 compounds, 0.15% hits; HEK293T NPYLR7/Galpha15, GCaMP6s calcium fluorescence; activation, % at 10 µM; in the data active means activation above about 40%;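 further: 0% = vehicle and 100% = reference agonist at the receptor; some compounds past the cut are filed as inactive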
mcGAS lum = inhibitors of mouse cGAS; 160,000 compounds, 0.15% hits; AID 1259399; Q8C6L5; recombinant cGAS, Kinase-Glo ATP depletion luminescence; inhibition, % at 12.5 µM;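 further: 0% = negative control wells and 100% = reference inhibitor with no enzyme activity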
hcGAS lum = inhibitors of human cGAS. Q8N884. recombinant h-cGAS, ATP depletion, Kinase-Glo luminescence. inhibition, % at 12.5 µM. 290,000 compounds, 0.081% hits. AID 1259398;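 further: 0% = vehicle reaction and 100% = reaction without DNA for no activity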
Target sequence (Q8N884 whole entry, looked up): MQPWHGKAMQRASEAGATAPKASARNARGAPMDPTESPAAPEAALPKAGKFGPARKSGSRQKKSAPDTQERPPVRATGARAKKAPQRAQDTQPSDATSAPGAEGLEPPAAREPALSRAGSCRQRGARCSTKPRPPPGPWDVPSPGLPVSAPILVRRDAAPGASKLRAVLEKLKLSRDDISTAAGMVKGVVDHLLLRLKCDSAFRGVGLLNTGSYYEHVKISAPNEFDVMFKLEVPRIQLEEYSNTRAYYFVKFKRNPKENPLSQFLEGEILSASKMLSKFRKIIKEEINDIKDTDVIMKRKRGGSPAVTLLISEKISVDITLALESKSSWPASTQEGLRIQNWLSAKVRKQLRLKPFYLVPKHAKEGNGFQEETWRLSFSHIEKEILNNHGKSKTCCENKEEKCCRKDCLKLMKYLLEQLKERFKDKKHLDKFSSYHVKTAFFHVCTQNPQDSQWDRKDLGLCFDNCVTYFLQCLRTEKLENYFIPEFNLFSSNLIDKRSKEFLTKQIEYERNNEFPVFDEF
* marks the source's active call; other numbers are inactive results; x = no result given; & = joins results of further samples; ! = a repeat was not active. Unless noted, no stated cut-off is given here; in the data, active means inhibition above about 40%; inactive means the rest. Compounds as they come. Share with any hit: about 0.29%.

Results follow in this order: NPYLR7 agonist | hcGAS lum | mcGAS lum
CCC1CN(Cc2ccc3c(c2)OCCO3)Cc2cc(OC)ccc2O1 (stereo unspecified)
 : 18 | -7 | -13
CCC1CCCCN1CCCNC(=O)C1CCN(c2ncnc3onc(C)c23)CC1 (stereo unspecified)
 : x | -3 | -2
CCC(=O)N1c2ccccc2N=C2CC(C)(C)CC(=O)C2C1c1ccccc1F (stereo unspecified)
 : 8 | -2 | -4
COc1ccc(/C=C2\C(=O)N(c3ccc(S(N)(=O)=O)cc3)N=C2C)cc1
 : -9 | -1 | 4
CO[C@H]1C[C@@H](O)C12CCN(C(=O)c1c(Cl)c(C(F)(F)F)nn1C)CC2
 : x | -10 | -7
CCN1C(=O)N(C2Cc3ccccc3C2)C(=O)C12CCN(Cc1cnc(-c3ccccc3)s1)CC2
 : 10 | -3 | -14
COc1cccc(C(=O)NC(C(=O)N2CCCCC2)C2CCN(C(=O)c3cccc(F)c3)CC2)c1 (stereo unspecified)
 : 12 | -5 | -6
O=C(CSc1nnc(CNC(=O)c2ccc(S(=O)(=O)N3CCCC3)cc2)n1-c1ccc(F)cc1)Nc1nccs1
 : 4 | -4 | -4
CN(Cc1ccncc1)C(=O)NCC(=O)N1CCc2ccccc2C1
 : 7 | -6 | -4
Cc1[nH]c(=O)[nH]c(=S)c1C#N
 : 0 | 4 | 2
Cc1ncc([N+](=O)[O-])n1CCNC(=O)[C@@H]1c2ccccc2C(=O)N(C(C)C)[C@H]1c1ccccc1
 : 4 | 0 | -2
O=S(=O)(c1ccc(F)c(Cl)c1)N1CCC(Cc2ccc3c(c2)OCO3)CC1
 : 3 | -4 | -4
CCCN(C)c1nccn2c(=O)n(CC(=O)Nc3ccc(F)cc3)nc12
 : -8 | -4 | -4
O=C(CCN(Cc1ccccc1)c1nc(Cc2ccccc2)ns1)N1CCN(c2ccccc2F)CC1
 : -1 | -16 | -8
C=CCn1c(SCc2ccc(C(=O)OC)o2)nnc1-c1cc(OC)cc(OC)c1
 : 5 | 2 | 1
N#CCc1cc(Cl)c2c(c1)OCCO2
 : 5 | -4 | x
Cc1cc(Cl)ccc1C(=O)C1CCCN(C(=O)C2=CCCC2)C1 (stereo unspecified)
 : 0 | 0 | -3
Cc1ccccc1-c1nnc(SCc2ccc(Cl)c(Cl)c2)n1-c1ccccc1
 : x | -5 | -5
Cc1ccc2nc(-c3ccc4c(c3)OCO4)c(NC(C)(C)CC(C)(C)C)n2c1
 : -4 | -2 | -6
CC1CNCCN1S(=O)(=O)c1cccc2cnccc12 (stereo unspecified)
 : 5 | -4 | -4
N#Cc1cccc(OCCCCC(=O)N2CCOC3CCCCC32)c1 (stereo unspecified)
 : -4 | -1 | x
O=C(Nc1nc2c(s1)CCCCCC2)NC12CC3CC(CC(C3)C1)C2
 : x | -10 | -6
CCC(=O)N(C)c1ccccc1C(=O)Nc1ccc(OC)c(Cl)c1
 : 7 | -2 | x
CC(C)CCNC(=O)c1c(O)nc2sccn2c1=O
 : -1 | -6 | -5
CCOc1ccc2ccccc2c1CNc1nn[nH]n1
 : -12 | -6 | x
C1CCC(c2nc(CNC3CSCCSC3)no2)C1
 : 3 | 1 | -2
O=C(Cn1cnc2cc(F)ccc2c1=O)N1CCNC1=O
 : 9 | -6 | x
N#Cc1c(N2CCOCC2)n[nH]c1N
 : 0 | -4 | -6
Cc1ccc(OS(=O)(=O)c2ccc3c(c2)OCCO3)c2c1C(C)CC2=O (stereo unspecified)
 : 12 | -6 | -3
CCOC(=O)c1sc(N)c(C#N)c1COC(=O)C1CSC2(C)CCC(=O)N12 (stereo unspecified)
 : 4 | -10 | x
COCC(C)(C)CNC(=O)c1c(F)cccc1OC
 : 2 | -4 | -17
C=CCCOC(=O)N1CCC(OC)c2ccccc2N(CC(=O)OCC)C(=O)C1 (stereo unspecified)
 : 2 | 0 | -6
COc1cc(Br)c(S(=O)(=O)NNC(=O)c2cc3c(s2)CCC3)cc1OC
 : 0 | -3 | x
CC(C)c1cc(C2CCN(C(=O)CCN3CCCCO3)CC2)[nH]n1
 : 12 | -9 | x
O=C(ON=Cc1cccc([N+](=O)[O-])c1)C1CCN(S(=O)(=O)c2ccc(Cl)cc2)CC1
 : -7 | -2 | x
C=CCN(Cc1ccccc1OCC)C(=O)c1cnc2cccc(C)n2c1=O
 : 14 | -3 | -9
[O-][n+]1c2c(nn1-c1ccccc1)/C(=N\O)CCC2
 : -12 | -6 | x
CN1C(=C2C=NN(C)P2(=Nc2ccccc2[N+](=O)[O-])N2CCOCC2)C(C)(C)c2ccccc21 (stereo unspecified)
 : 1 | -2 | -3
CCOC(=O)c1nc2ccccc2nc1N1CCN(S(=O)(=O)c2cccc(C#N)c2)CC1
 : 4 | 0 | -4
O=C(CSCc1ccccc1Cl)N1CCN(c2cnccn2)CC1
 : 6 | -5 | x
Cc1nn(-c2ccccc2)c(C)c1CNC(=O)C1CCN(S(=O)(=O)c2ccccc2)CC1
 : -2 | -2 | -9
N#Cc1ccsc1C(=O)N1CCC2(CCCCC2)C1
 : 4 | -14 | -15
COC(=O)C(OC(=O)c1ccc(=O)n(C)c1)c1cccc(Cl)c1 (stereo unspecified)
 : 7 | 2 | 3
CCOC(=O)c1cc(C(C)(C)C)n(C2CCN(C(=O)c3cccs3)CC2)n1
 : 17 | 0 | -2
CCN1CCCC(NC(=O)c2cc3ccccc3c3cccnc23)C1 (stereo unspecified)
 : 0 | 24 | x
COc1ccccc1CCC(=O)N1CCc2nnc(C3CCCO3)n2CC1 (stereo unspecified)
 : 1 | -3 | x
CNc1ccc(C(=O)NCCCc2c(C)noc2C)cn1
 : 2 | 0 | x
CCOC(=O)C1(CCc2ccccc2)CCN(C(=O)COc2ccccc2OC)CC1
 : -2 | -1 | -2
O=C1CCCN1CCCNc1nc(-c2ccncc2)nc2c1CCNC2
 : -2 | 2 | 1
CCc1cccc2sc(N(CCN(C)C)C(=O)c3ccnn3C)nc12
 : x | -8 | -8
CCOC(=O)Cn1c(=NC(=O)c2ccc(C#N)cc2)sc2c(C)cc(C)cc21
 : 2 | -5 | -8
CN1CCN(c2ccc(NC(=O)c3ccc(S(C)(=O)=O)cc3)cc2)CC1
 : 5 | -11 | x
Cc1nc2ccc(C(=O)N(CCCO)Cc3cccs3)cc2nc1C
 : x | -8 | -11
CCNC(=O)c1ccc(Cl)cc1N
 : -7 | 4 | x
CCN(CC)CCCC(C)Nc1c2ccc(Cl)cc2nc2ccc(OC)cc12 (stereo unspecified)
 : 67* | 64*! | 29&35
COc1ccc(C2CCCN2C(C)C(=O)Nc2ccc(F)c(F)c2)cc1 (stereo unspecified)
 : 8 | -5 | x
Cc1cc(C#N)ccc1N1CC2CCC1C2 (stereo unspecified)
 : 1 | -17 | -17
CC1(C(=O)Nc2cccc3cccnc23)CCN1Cc1ccc(-c2ccccc2)o1 (stereo unspecified)
 : 5 | -10 | x
CCOC(=O)C1(O)CCN(Cc2cccc(F)c2F)CC1
 : -1 | -7 | x
C=CCN1CCCC1CNC(=O)c1cc2[nH]nnc2cc1OC (stereo unspecified)
 : -8 | -1 | x

Overlap with the part before: 4 entries, then new ones.
Results follow in this order: NPYLR7 agonist | hcGAS lum | mcGAS lum
Cc1cc(C#N)ccc1N1CC2CCC1C2 (stereo unspecified)
 : 1 | -17 | -17
CC1(C(=O)Nc2cccc3cccnc23)CCN1Cc1ccc(-c2ccccc2)o1 (stereo unspecified)
 : 5 | -10 | x
CCOC(=O)C1(O)CCN(Cc2cccc(F)c2F)CC1
 : -1 | -7 | x
C=CCN1CCCC1CNC(=O)c1cc2[nH]nnc2cc1OC (stereo unspecified)
 : -8 | -1 | x
CC1(C)N=C(c2ccc(Br)cc2)C(=S)N1
 : 6 | -1 | x
CCOC(=O)c1nn(-c2ccccc2C)c(=O)cc1NC(=O)CCC1CCCCC1
 : x | -4 | -6
O=c1[nH]nc(CCCO)n1CCc1ccccc1F
 : 12 | -1 | x
Cc1c(Br)c(C(F)(F)F)nn1CC(=O)N(C)C1CCCCC1
 : -3 | -2 | x
CC(C)(C)c1ccc(NC(=O)NCCn2nc(-c3cccnc3)ccc2=O)cc1
 : 8 | -8 | x
CC[C@H](NCC(=O)Nc1ccccc1NC(C)=O)c1ccccc1
 : -5 | -5 | -17
CSc1nn(-c2ccccc2)c(NC(=O)CC2CC3CCC2C3)c1C#N (stereo unspecified)
 : 7 | 7 | x
Cc1cccc(N2CCN(CC(=O)N3CCc4ccccc4C3)CC2)c1C
 : 0 | -2 | -5
Cc1ccc(S(=O)(=O)N(CC(=O)NC(C)(C)C)C(=O)N2CCN(C)CC2)cc1
 : 5 | -5 | -8
O=C(c1ccco1)N1CCC(c2nc(-c3ccc(C(F)(F)F)cc3)no2)CC1
 : x | -7 | -5
CCOc1ccc2ccc(OCC)c(/C=N\n3cnnc3)c2c1
 : -10 | 9 | -2
O=C(OCC1CC(=O)N(Cc2ccccc2)C1)c1n[nH]c2c1CCC2 (stereo unspecified)
 : 7 | -11 | x
O=C(COC(=O)C=Cc1cccs1)NC1CC1
 : -6 | -6 | x
CC1(C(=O)NS(=O)(=O)c2ccc(C#N)cc2)CCN1C(=O)c1cccc2ccccc12 (stereo unspecified)
 : 3 | -9 | x
Cn1cnc([N+](=O)[O-])c1C(=O)Nc1cccc([N+](=O)[O-])c1
 : 2 | 5 | 1
N#Cc1cc2c(=O)n3ccccc3nc2n(CC2CCCO2)c1=N (stereo unspecified)
 : -17 | -4 | x
O=C(N=Nc1c(O)[nH]c2ccc(F)cc12)c1cccc(O)c1
 : -2 | 3 | 2
Cc1nc2c(C)cccn2c(=O)c1NC(=O)Cc1ccccc1
 : 4 | -13 | x
CC(=O)c1ccc(N2CCCC2)c([N+](=O)[O-])c1
 : -13 | -4 | x
CCc1nnc(NC(=O)c2cccc(OCc3csc(C)n3)c2)s1
 : -6 | -3 | x
CCOC(=O)C1(CCCc2ccccc2)CCN(C(=O)C2=C(C)OCCO2)CC1
 : 18&12 | -7&-3 | -4
CCCNC(=O)c1nnc2n1CCN(C(=O)c1ccncc1)C2
 : 8 | -9 | x
CC(=O)c1ccc(OC(=O)c2ccc(Br)c([N+](=O)[O-])c2)cc1
 : 10 | -5 | x
NS(=O)(=O)c1ccc(NC(=O)CCN2CCCc3ccccc32)cc1
 : 0 | -5 | x
O=C(Nc1ccc(F)c(F)c1F)N1CCN(C(c2ccccc2)c2ccc(Br)cc2)CC1 (stereo unspecified)
 : 22 | -1 | -4
O=S(=O)(c1cccc(CNc2ccccn2)c1)N1CCCCC1
 : 14&3 | -10&-3 | x
Cc1ccc2nc(C3CCN(C(=O)c4cn(CCN5CCOCC5)nn4)CC3)[nH]c2c1
 : 15 | -7 | -10
CCOC(=O)C(Oc1ccc2c(c1)O/C(=C\c1ccc(OC)c(OC)c1OC)C2=O)c1ccccc1 (stereo unspecified)
 : -9 | -4 | -5
c1coc(CCn2ccnc2-c2ccccc2Cn2cccn2)c1
 : 9 | -4 | x
CCN1C(=S)NC(c2ccc(N)cc2)C(C(=O)OC)=C1C (stereo unspecified)
 : -4 | 0 | x
COc1cn(CC(=O)Nc2cc(C)cc(C)c2)c(CSc2nccc(C)n2)cc1=O
 : -4 | -5 | -8
Cc1ccc2c(Cl)cc(Cl)c(OCC#N)c2n1
 : 7 | -8 | x
COC(=O)c1cc(OC)ccc1NC(=O)Cc1c(C)nn(C(F)F)c1C
 : 11 | -5 | -15
Cc1ccc(-c2csc(NC(=O)/C=C/c3ccc(F)cc3)n2)cc1
 : 9 | 0 | -2
CC1=CC2=NC(C(F)(F)F)(C(F)(F)F)N=C(c3ccccc3)N2C=C1
 : 1 | -7 | x
CCOC(=O)c1cnn(Cc2nc(-c3sccc3C)oc2C)c1
 : -5 | 0 | x
COc1cc(OC)cc(C(=O)Nc2nc3ccc(F)cc3s2)c1
 : -1 | -7 | x
COc1ccccc1NC(=O)N1CCC2(CC1)C(=O)N(CC(=O)NCc1ccccc1)CN2c1ccccc1
 : -6 | -6 | -2
Cn1c(-c2cccs2)n[nH]c1=S
 : 3 | -2 | x
COc1ccc(C(C2Sc3ncnn3C2=O)N2CC(C)OC(C)C2)cc1OC (stereo unspecified)
 : 0 | -4 | -7
CCN(CC)CCCC(C)NC(=O)CSc1nc(Cl)cc(N2CCN(C(=O)C(C)(C)C)C(C)C2)n1 (stereo unspecified)
 : -2 | -4 | -6
CN(Cc1ccc2nccnc2c1)Cc1cc2n(n1)CCNC2
 : 10 | -6 | x
Cc1cccc(OCCN2CCCCC2CO)c1C (stereo unspecified)
 : -5 | -1 | -10
Cc1ccc2c(c1)C(=O)N(CCCC(=O)Nc1ncccc1C)C2=O
 : 5 | -7 | x
CC(=O)NCc1nc(C2CC(=O)N(C3CCCCC3)C2)no1 (stereo unspecified)
 : x | -9 | -5
CNc1ncc(CN(C)C(=O)c2cccc(Cn3cccn3)c2)cn1
 : 2 | -6 | x
CCOC(=O)c1ccc(OC2CC3CCC(C2)N3C(=O)c2ccc(CSc3cccc(C(F)(F)F)c3)cc2)cc1 (stereo unspecified)
 : 24 | -2 | -6
NC(=O)C1CCN(CCCc2nc(-c3ccccc3)no2)CC1
 : 12 | -8 | -14
CC(=O)C(Sc1ccc2nnc(-c3cccnc3)n2n1)=C(C)O
 : -5 | -3 | -7
CCOc1cc(C)c(Cl)cc1S(=O)(=O)Nc1cccc2cn[nH]c12
 : 3 | 1 | x
CC(=O)c1cccc(-c2ccc(F)cn2)c1
 : -4 | -8 | x
CC1=NN(c2ccc(C(=O)NC(C)c3cc(C)oc3C)cc2)CC1 (stereo unspecified)
 : -18 | -3 | x
CC(C)(C)c1csc(CN2CCN(S(=O)(=O)CCN3C(=O)CCCC3=O)CC2)n1
 : -22 | -5 | -9
CCCCC(O)CN1CCc2nc(Cc3ccccc3C)[nH]c(=O)c2C1 (stereo unspecified)
 : 6 | 1 | -3
